# S1P3 antag = antagonists of human S1P3 receptor | 170,000 compounds, 0.27% hits | Q99500 | inhibition, % at 4.98 µM | CHO S1P3 NFAT-BLA reporter, FRET fluorescence, antagonist mode | AID 485;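 active means inhibition above the plate cutoff, the mean inhibition of test wells on that plate plus 3 SD, cut at about 28% in these data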;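 further: cells challenged with S1P at its EC80 of 0.8 µM; blue over green emission ratio from cleaved BLA substrate after 4 h stimulation; 0% = S1P-stimulated wells and 100% = unstimulated DMSO-only wells; some compounds past the cut are filed as inactive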
# Target sequence (Q99500 whole entry, looked up): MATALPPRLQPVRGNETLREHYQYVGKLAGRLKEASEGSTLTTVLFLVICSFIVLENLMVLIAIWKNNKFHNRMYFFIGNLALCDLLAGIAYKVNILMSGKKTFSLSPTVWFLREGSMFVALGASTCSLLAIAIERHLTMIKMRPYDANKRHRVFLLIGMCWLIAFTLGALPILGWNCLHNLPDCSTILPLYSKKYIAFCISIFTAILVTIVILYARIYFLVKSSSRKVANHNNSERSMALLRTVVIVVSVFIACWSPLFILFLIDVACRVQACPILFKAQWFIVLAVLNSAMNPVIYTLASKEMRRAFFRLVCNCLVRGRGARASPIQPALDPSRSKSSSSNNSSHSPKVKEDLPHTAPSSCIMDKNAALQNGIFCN
# PPARg SRC2 recr = promotes SRC-2 coactivator recruitment by human PPARgamma. P37231. PPARgamma LBD-SRC-2 recruitment, biochemical. activation, % at 8 µM. 200,000 compounds, 0.34% hits. AID 1032; in the data active means activation above about 22%;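 further: 0% = vehicle and 100% = reference agonist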
# Target sequence (P37231 whole entry, looked up, the tested form may be a part): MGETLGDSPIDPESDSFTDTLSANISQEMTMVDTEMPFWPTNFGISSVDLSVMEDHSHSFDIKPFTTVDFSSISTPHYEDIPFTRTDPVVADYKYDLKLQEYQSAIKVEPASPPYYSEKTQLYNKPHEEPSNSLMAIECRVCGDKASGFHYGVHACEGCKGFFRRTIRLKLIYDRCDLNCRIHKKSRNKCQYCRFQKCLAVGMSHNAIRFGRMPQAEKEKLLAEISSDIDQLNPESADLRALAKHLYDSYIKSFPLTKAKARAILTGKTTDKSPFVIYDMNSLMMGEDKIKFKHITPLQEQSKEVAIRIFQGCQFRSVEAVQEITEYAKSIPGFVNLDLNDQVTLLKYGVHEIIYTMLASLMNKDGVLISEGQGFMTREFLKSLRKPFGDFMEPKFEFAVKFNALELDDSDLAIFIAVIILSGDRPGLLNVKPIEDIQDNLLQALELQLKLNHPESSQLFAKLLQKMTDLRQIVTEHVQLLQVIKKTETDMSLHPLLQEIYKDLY
# bIAP inh = blocks bovine intestinal alkaline phosphatase activity; inhibition, % at 20 µM; 190,000 tested, under 10 active; purified bovine IAP, CDP-star luminescence, 30 min;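 active means over 50% inhibition of intestinal alkaline phosphatase at 20 µM in the single-dose screen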
#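 Assay system – bovine IAP enzyme · Quantity – bovine IAP at 1/65,000,000 final dilution · Detection – CDP-star luminescence signal · Times – 30 min reaction at room temperature · Also added – CDP-star substrate at 30 µM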
# L major viab = inhibitors of Leishmania major promastigote growth; AID 1063; Leishmania major promastigotes, resazurin fluorescence viability; inhibition, % at 10 µM; 200,000 compounds, 9% hits; in the data active means inhibition above about 50%;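 further: promastigotes grown with compound for 44 hours at 28 °C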
# TLR4-MyD88 BLA = TLR4-MyD88 interaction inhibition in cells. O00206+Q99836. HeLa CL3-4 TLR4/MyD88 BLA complementation, FRET ratio. inhibition, % at 8.4 µM. 200,000 compounds, 0.18% hits; in the data active means inhibition above about 25%;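 further: 0% = vehicle and 100% = reference inhibitor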
# Redox H2O2 prof = compounds producing H2O2 with reducing agent – biochemical, NIH compound library profiling, artefact control for MLSCN library redox annotation, primary screen. DTT-dependent redox cycling H2O2, phenol red/HRP absorbance; 100% = 100 µM peroxide control, 0% = buffer. activation, % at 10 µM. 200,000 compounds, 0.03% hits. AID 878;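 active means activation of at least 50% relative to the plate's high and low controls in the primary single-dose screen; inactive means activation below 50%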;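 further: compound incubated with DTT at 0.8 mM final as the reducing agent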
# PPARg SRC3 recr = promotes SRC-3 coactivator recruitment by human PPARgamma | activation, % at 8 µM | P37231 | AID 731 | 200,000 compounds, 0.26% hits | biochemical PPARgamma/SRC-3 coactivator recruitment assay; in the data active means activation above about 23%;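 further: 0% = DMSO and 100% = reference agonist; some compounds past the cut are filed as inactive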
# ROMK mod = human ROMK K+ channel modulation, primary screen; P48048; Tet-inducible ROMK, thallium flux fluorescence; actives lie on both sides; B-score at 10 µM; 130,000 compounds, 2% hits; AID 1918;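 active means signal ratio slope over the read window, or its plate-corrected B-score, at least 3 SD from the plate mean, either direction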;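 further: B-score of the F/F0 ratio slope over 7 to 12 s after thallium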
# bIAP activator = intestinal alkaline phosphatase (bovine) activation; purified bovine IAP, CDP-star luminescence, 30 min; active compounds read high; fold of DMSO-control signal, blank-subtracted; activation factor at 20 µM; 200,000 compounds, 0.17% hits; AID 1016;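 active means activation factor of 2 or more at 20 µM, a signal rise over negative controls twice the positive control's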
# TR-FRET SRC-2 ct = counter-screen for PPARgamma SRC-2 recruitment agonists: TR-FRET artefact; active compounds read high; TR-FRET ratio at 8 µM; 200,000 compounds, 0.4% hits; AID 1049; in the data active means TR-FRET ratio above about 2000; further: inactives centre near 1500; reference of the scale not given here
# PPARg SRC1 recr = promotes SRC-1 coactivator recruitment by human PPARgamma | AID 631 | P37231 | 200,000 compounds, 0.41% hits | activation, % at 8 µM | PPARgamma-SRC-1 coactivator recruitment biochemical assay; in the data active means activation above about 19%;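 further: 0% = DMSO and 100% = reference agonist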
# An asterisk follows results filed as active; . = no result given. Outcome played no part in choosing rows, and some 11% of all compounds hit somewhere here.
SMILES,S1P3 antag,PPARg SRC2 recr,bIAP inh,L major viab,TLR4-MyD88 BLA,Redox H2O2 prof,PPARg SRC3 recr,ROMK mod,bIAP activator,TR-FRET SRC-2 ct,PPARg SRC1 recr
COc1ccc2[nH]c(=O)c(CN(CCN(C)C)C(=O)NCc3ccccc3)cc2c1,.,3.5,-3.7,-4.1,11.1,2.3,0.8,-0.336,1,1623,9.1
O=C(O)CCSc1nc2ccc(Br)cc2[nH]1,-0.2,2.5,5.2,-6.8,-7.0,1.3,-5.1,.,0.9,1456,-15.9
O=C(NCc1ccco1)c1ccc2c(c1)C(=O)N(Cc1ccccc1)C2=O,-14.1,5.6,4.9,-2.8,-0.8,-1.1,2.9,.,1,1588,6.8
CC(=O)Nc1ccc2nc(C)n(Cc3ccc(Cl)cc3)c(=O)c2c1,.,11.2,-18.8,78.4*,-13.2,-0.3,4.8,.,1.2,1731,0.0
CCc1nnc(NC(=O)CN2CCN(c3nc(-c4ccccc4)cs3)CC2)s1,-20.9,3.5,-7.1,4.8,1.4,-1.2,-6.7,0.0168,1.1,1617,8.3
COc1ccc(C2CC(c3ccc(F)cc3)Nc3nc(N)nn32)cc1 (stereo not drawn),-13.5,-6.1,4.6,18.6,10.8,-2.5,-0.8,.,1,1432,-6.5
CC/C(=N\NC(=O)OC)c1ccc(OC(F)F)cc1,-18.8,5.4,1.0,5.7,1.1,-2.3,2.2,0.0629,1,1760,3.4
COCC(=O)Nc1ncc(S(=O)(=O)c2ccc([N+](=O)[O-])cc2)s1,7.2,6.9,12.9,5.0,0.7,-0.3,-3.2,0.47,0.9,1846,5.5
Cc1nc(C(F)(F)F)c(C(=O)NC(=O)Nc2ccccc2)s1,.,12.2,-10.3,-7.1,1.9,-4.7,6.9,0.19,1.1,1503,4.0
Cc1ccc(/C=N/NC(=O)CSc2nc3ccccc3n2Cc2ccccc2)o1,0.4,8.2,5.6,12.7,-3.2,0.2,1.4,.,0.9,1473,3.9
Cc1ccc(S(=O)(=O)Cn2nnnc2C(CC(C)C)N2CCN(c3ccc(F)cc3)CC2)cc1 (stereo not drawn),20.2,8.8,11.5,2.5,3.9,1.0,21.2,.,0.9,1521,8.0
Nc1nc(NCc2ccco2)nc(N2CCCCCC2)c1[N+](=O)[O-],12.7,-0.7,33.7,13.8,-1.3,-0.2,1.3,.,0.7,1291,-1.3
CCOC(=O)C1CCCN(C(=O)c2cc(-c3ccc(C)cc3)nc3ccccc23)C1 (stereo not drawn),-3.6,1.0,-10.0,32.2,1.9,-2.2,3.1,0.264,1.1,1797,7.5
Cc1ccc2nc(CSc3nnc(Cc4cccs4)n3C3CCCCC3)cc(=O)n2c1,.,-3.0,-2.9,8.6,-1.4,-0.8,1.5,.,1,1471,-5.2
O=C(c1ccc(Cl)c(F)c1F)N1CCCC1,-11.5,3.9,11.8,-2.0,4.0,0.7,-8.4,.,0.9,1482,-2.2
Cc1ccc(Cl)cc1NC(=S)N1CCC(c2ccccc2)C1 (stereo not drawn),1.5,10.1,-10.3,19.4,-5.7,0.3,7.4,.,1.1,1713,-2.6
CC(C)CCn1c(NCCN(C)C)nc2c1c(=O)[nH]c(=O)n2C,-39.9,-3.7,0.8,13.9,-4.4,3.1,-3.5,-0.00144,1,1440,-3.2
COc1ccccc1CNC(=O)c1cc2sccc2n1C,3.2,6.0,0.7,-6.0,-20.3,0.4,4.8,.,1,1414,-2.8
Cc1c(-c2ccccc2)oc2c(C(=O)OCC(=O)Nc3cccc(F)c3)cccc2c1=O,-16.4,-6.8,6.1,44.6,-2.3,-0.2,-5.6,.,0.9,1534,-5.5
COC(=O)COc1ccc(S(=O)(=O)N2CCOCC2)cc1C,5.5,-2.9,0.2,-0.7,0.6,2.2,-25.2,.,1,1437,-5.0
CCn1c2ccccc2c2cc(NS(=O)(=O)c3ccccc3C)ccc21,.,0.8,17.0,4.7,5.7,1.0,7.5,.,0.8,1584,7.6
CCOc1cc(/C=C2\C(=O)NN(c3ccccc3)C2=O)cc([N+](=O)[O-])c1O,1.0,-4.9,26.1,-4.6,-7.8,0.0,2.3,-0.562,0.7,1386,2.1
N=c1c2c3c(sc2nc2n1CCCCC2)CCCC3,.,0.5,-8.7,19.5,7.9,0.7,2.8,-1.36,1.1,1444,0.8
CN1CCC(=NNC(=O)C(=O)NC2CCCCC2)CC1,.,7.6,-4.3,-4.5,6.7,0.0,12.0,0.506,1,1478,1.9
C=CCOc1ccc(/C=C2\C(=N)N3N=C(S(=O)(=O)CC)SC3=NC2=O)cc1OC,-19.6,5.7,4.1,-7.2,-7.3,-0.8,7.6,0.422,1,1568,2.7

# Already shown: an excerpt of the list.
SMILES,S1P3 antag,PPARg SRC2 recr,bIAP inh,L major viab,TLR4-MyD88 BLA,Redox H2O2 prof,PPARg SRC3 recr,ROMK mod,bIAP activator,TR-FRET SRC-2 ct,PPARg SRC1 recr
COc1ccc2[nH]c(=O)c(CN(CCN(C)C)C(=O)NCc3ccccc3)cc2c1,.,3.5,-3.7,-4.1,11.1,2.3,0.8,-0.336,1,1623,9.1
O=C(O)CCSc1nc2ccc(Br)cc2[nH]1,-0.2,2.5,5.2,-6.8,-7.0,1.3,-5.1,.,0.9,1456,-15.9
O=C(NCc1ccco1)c1ccc2c(c1)C(=O)N(Cc1ccccc1)C2=O,-14.1,5.6,4.9,-2.8,-0.8,-1.1,2.9,.,1,1588,6.8
CC(=O)Nc1ccc2nc(C)n(Cc3ccc(Cl)cc3)c(=O)c2c1,.,11.2,-18.8,78.4*,-13.2,-0.3,4.8,.,1.2,1731,0.0
CCc1nnc(NC(=O)CN2CCN(c3nc(-c4ccccc4)cs3)CC2)s1,-20.9,3.5,-7.1,4.8,1.4,-1.2,-6.7,0.0168,1.1,1617,8.3
COc1ccc(C2CC(c3ccc(F)cc3)Nc3nc(N)nn32)cc1 (stereo not drawn),-13.5,-6.1,4.6,18.6,10.8,-2.5,-0.8,.,1,1432,-6.5
CC/C(=N\NC(=O)OC)c1ccc(OC(F)F)cc1,-18.8,5.4,1.0,5.7,1.1,-2.3,2.2,0.0629,1,1760,3.4
COCC(=O)Nc1ncc(S(=O)(=O)c2ccc([N+](=O)[O-])cc2)s1,7.2,6.9,12.9,5.0,0.7,-0.3,-3.2,0.47,0.9,1846,5.5
Cc1nc(C(F)(F)F)c(C(=O)NC(=O)Nc2ccccc2)s1,.,12.2,-10.3,-7.1,1.9,-4.7,6.9,0.19,1.1,1503,4.0
Cc1ccc(/C=N/NC(=O)CSc2nc3ccccc3n2Cc2ccccc2)o1,0.4,8.2,5.6,12.7,-3.2,0.2,1.4,.,0.9,1473,3.9
Cc1ccc(S(=O)(=O)Cn2nnnc2C(CC(C)C)N2CCN(c3ccc(F)cc3)CC2)cc1 (stereo not drawn),20.2,8.8,11.5,2.5,3.9,1.0,21.2,.,0.9,1521,8.0
Nc1nc(NCc2ccco2)nc(N2CCCCCC2)c1[N+](=O)[O-],12.7,-0.7,33.7,13.8,-1.3,-0.2,1.3,.,0.7,1291,-1.3
CCOC(=O)C1CCCN(C(=O)c2cc(-c3ccc(C)cc3)nc3ccccc23)C1 (stereo not drawn),-3.6,1.0,-10.0,32.2,1.9,-2.2,3.1,0.264,1.1,1797,7.5

# Additional records follow.
SMILES,S1P3 antag,PPARg SRC2 recr,bIAP inh,L major viab,TLR4-MyD88 BLA,Redox H2O2 prof,PPARg SRC3 recr,ROMK mod,bIAP activator,TR-FRET SRC-2 ct,PPARg SRC1 recr
CCCNC(=S)N1CCN(C(c2ccccc2)c2ccccc2)CC1,-20.3,-3.6,2.4,35.7,-16.0,-0.1,4.6,-3.24*,1,1560,3.5
CC1=C(C(=O)OCc2ccccc2)C(c2ccc(Cl)cc2)NC(=O)N1CCCCCC(=O)O (stereo not drawn),-3.5,6.7,10.5,-5.7,-14.0,0.5,1.0,-0.336,0.9,1448,4.1
CC(C(=O)Nc1ncc2c(n1)CC(C)(C)CC2=O)N1C(=O)c2ccccc2C1=O (stereo not drawn),9.9,4.9,9.9,-9.4,-12.2,2.4,-4.7,.,0.9,1645,2.9
CC(=O)c1cccc(NC(=O)c2nccnc2C(=O)O)c1,-7.5,4.4,7.0,-4.8,-14.9,0.0,-4.2,1.03,0.9,1596,7.4
CC(C)Cn1c(-c2ccc(C#N)cc2)nc2c1c(=O)[nH]c(=O)n2CC(C)C,.,-1.4,10.1,1.2,4.4,0.1,7.1,-0.738,0.9,1529,-1.1
C=CCNC(=S)Nc1ccc(F)cc1F,-3.8,1.3,-7.5,-3.4,-3.5,-0.4,3.3,0.339,1.1,1494,-4.9
COc1ccccc1N1CCN(C(=O)C(=O)N/N=C/c2ccccc2F)CC1,-7.4,11.9,22.6,-3.8,-6.8,-0.1,2.0,1.2,0.8,1503,4.8
OC1(c2cccc(F)c2)CCN(Cc2ccncc2)CC1,-31.3,6.8,3.5,93.6*,-7.2,0.2,9.2,-0.37,1,1512,4.2
COc1ccc(NC(=O)c2cc(F)cc(F)c2)cc1Cl,.,0.3,8.1,-9.5,-15.1,-0.1,5.3,0.0691,0.9,1613,1.1
O=C(Nc1cc(Oc2ccc(Cl)cc2)cc([N+](=O)[O-])c1)c1ccco1,6.6,1.3,10.3,64.1*,-1.1,-0.7,0.1,.,0.9,1506,1.8
O=C(CSc1nnc(-c2cccs2)n1-c1ccccc1)N1CCOCC1,8.6,8.4,0.4,-5.2,10.2,0.6,-0.3,0.294,1,1680,1.2
CS(=O)(=O)N(CCc1ccccc1)CC(=O)NCc1ccc2c(c1)OCO2,25.2,-0.9,10.3,0.7,-5.3,2.1,8.2,.,0.9,1547,5.5
CCOC(=O)c1cc2c(C(F)(F)F)cc(-c3ccccc3)nc2o1,.,4.3,3.6,-7.3,7.8,-2.7,-12.7,.,1,1369,6.2
CCC1CCCCN1C(=O)CSc1nc2c(c(=O)n(C)c(=O)n2C)n1C (stereo not drawn),-10.5,-6.8,-18.5,-6.1,1.3,-0.8,1.6,-0.215,1.2,1358,-14.6
O=C1NC(=O)C2(CCc3ccccc32)N1 (stereo not drawn),0.4,-9.7,-8.5,-4.8,-3.1,-0.3,1.3,0.21,1.1,1700,2.1
Cc1ccc(S(=O)(=O)/C(C#N)=C/c2c[nH]c3ccccc23)cc1,.,3.2,11.1,-11.5,-7.0,0.0,-8.1,0.358,0.9,1476,5.9
CCc1nnc(SCCSc2nnc(CC)n2N)n1N,.,15.3,0.4,-6.3,-5.1,1.2,-2.6,.,1,1657,4.6

# Screening results: PubChem BioAssay, several laboratories
